CatB mixtures: cathepsin B inhibitors from pooled compounds, primary screen, biochemical, compound mixtures, AMC fluorescence | inhibition, %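 (ten-compound pools at 5 µM per compound and 50 µM total)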 | Purified cathepsin B, AMC dipeptide fluorescence | actives 0.06% (n = 62,000) | P07858; in the data active = inhibition above about 22%, passing the limit was not always enough;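 also: 0% = enzyme without compound and 100% = no enzyme blank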
CatL block: inhibitors of human cathepsin L, biochemical; Procathepsin L (Homo sapiens), P07711; purified cathepsin L, fluorogenic substrate, fluorescence; inhibition, %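 (tested at 10 µM)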; actives 0.17% (n = 58,000); AID 460, 2006; in the data active = inhibition above about 45%;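 also: 0% = enzyme with no compound and 100% = no enzyme blank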
Target sequence (P07711 114-288 limits assumed): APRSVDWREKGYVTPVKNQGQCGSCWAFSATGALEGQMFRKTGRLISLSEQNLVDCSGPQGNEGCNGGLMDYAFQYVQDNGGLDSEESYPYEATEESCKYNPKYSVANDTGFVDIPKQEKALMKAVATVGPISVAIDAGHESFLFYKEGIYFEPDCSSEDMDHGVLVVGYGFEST
Target sequence (P07711 292-333 limits assumed): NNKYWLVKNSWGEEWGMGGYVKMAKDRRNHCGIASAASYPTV
C1s block: complement C1s protease inhibitors, primary screen, biochemical, 10-compound mixtures; purified C1s, fluorogenic AMC substrate, pooled mixtures; mean inhibition % of two 10-compound mixtures (stronger effect = higher value), % at 5 µM (by protocol); actives 0.16% (n = 62,000);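 active = inhibition above 20% in each of the two 10-compound mixture wells holding the compound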;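 also: 0% = enzyme wells lacking compound mixture and 100% = no-enzyme blank wells; some compounds called inactive have numbers as strong as hits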
CatS inh: inhibitors of human cathepsin S, biochemical, compound mixtures; recombinant cathepsin S, AMC dipeptide fluorescence, pooled mixtures; P25774; actives 0.06% (n = 62,000); inhibition, %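 (tested at 5 µM per compound within 10-compound mixtures)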; in the data active = inhibition above about 32%, passing the limit was not always enough;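 also: 0% = enzyme without compound and 100% = blank without enzyme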
Target sequence (P25774 115-331 limits assumed): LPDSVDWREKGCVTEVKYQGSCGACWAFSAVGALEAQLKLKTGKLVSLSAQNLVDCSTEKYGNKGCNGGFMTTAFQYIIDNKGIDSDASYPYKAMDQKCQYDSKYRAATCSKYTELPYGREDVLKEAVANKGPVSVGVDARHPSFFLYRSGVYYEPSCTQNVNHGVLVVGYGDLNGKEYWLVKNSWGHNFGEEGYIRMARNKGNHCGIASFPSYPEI
CatG inh: human cathepsin G inhibitors, primary screen, biochemical, pooled compound mixtures, AMC fluorescence | purified enzyme, AMC-tetrapeptide fluorescence | inhibition, % at 5 µM (by protocol) | actives 0.2% (n = 62,000);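 active = inhibition above 20% in each of the two mixture wells holding the compound; inactive = inhibition of 20% or less in either well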;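 also: 0% = enzyme control without mixture and 100% = blank lacking enzyme; strong numbers were not always called active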
FXIIa mix inh: human factor XIIa inhibitors, primary screen, biochemical, pooled compound mixtures, fluorogenic substrate. Coagulation factor XII (Homo sapiens), P00748. purified FXIIa. inhibition, % at 5 µM. actives 0.2% (n = 62,000). AID 684, 2007;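 also: 0% = enzyme without compound and 100% = no enzyme blank; some results filed as inactive read as strong as hits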
Target sequence (P00748 20-372 limits assumed): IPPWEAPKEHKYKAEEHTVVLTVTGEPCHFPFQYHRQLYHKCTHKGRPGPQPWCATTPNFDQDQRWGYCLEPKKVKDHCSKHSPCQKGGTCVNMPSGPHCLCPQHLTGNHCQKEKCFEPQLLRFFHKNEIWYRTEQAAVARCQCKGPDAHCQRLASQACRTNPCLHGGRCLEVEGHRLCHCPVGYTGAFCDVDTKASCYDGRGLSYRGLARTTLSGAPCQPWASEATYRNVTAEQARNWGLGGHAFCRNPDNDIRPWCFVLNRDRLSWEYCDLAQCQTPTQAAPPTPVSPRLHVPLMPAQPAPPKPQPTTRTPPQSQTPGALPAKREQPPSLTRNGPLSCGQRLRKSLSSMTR
Target sequence (P00748 373-615 limits assumed): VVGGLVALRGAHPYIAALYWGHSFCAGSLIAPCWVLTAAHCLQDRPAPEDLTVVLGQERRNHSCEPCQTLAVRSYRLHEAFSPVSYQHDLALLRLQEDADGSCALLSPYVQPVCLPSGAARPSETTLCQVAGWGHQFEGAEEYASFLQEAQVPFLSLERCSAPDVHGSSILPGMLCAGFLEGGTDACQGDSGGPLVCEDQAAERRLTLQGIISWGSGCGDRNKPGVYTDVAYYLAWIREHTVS
CatB block: human cathepsin B inhibitors, primary screen, biochemical, fluorogenic substrate | inhibition, %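 (tested at 10 µM)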 | actives 0.1% (n = 63,000) | P07858 | purified cathepsin B, fluorescence; in the data active = inhibition above about 21%;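 also: 0% = enzyme with no compound and 100% = no enzyme blank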
FXIa inh mix: FXIa protease inhibitors in compound pools, primary screen, biochemical, 10-compound mixtures; purified FXIa, fluorogenic substrate, pooled mixtures; Coagulation factor XI (Homo sapiens), P03951; inhibition, % at 5 µM; actives 0.19% (n = 62,000);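 also: each value is inhibition by a whole ten-compound pool holding the compound; 0% = enzyme with no mixture and 100% = wells lacking enzyme; strong numbers were not always called active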
A340 absorber: compound light absorbance at 340 nm, profiling panel, artefact control, biochemical, MLSMR library, data from PS, PMK, MK assays; compound absorbance at 340 nm, fold over control; fold change at 10 µM; 65,000 tested, under 10 active; AID 708, 2007;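 active = at 10 µM dose, initial 340 nm absorbance at least 2 fold that of control wells; inactive = change under 2 fold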;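 also: initial absorbance extrapolated from kinetic A340 decline of NADH oxidation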
Active calls of the source: *; . = not tested or not shown. Rule as the data show it, unless noted: active = inhibition above about 20% (passing the limit was not always enough); inactive = the rest.

SMILES	CatB mixtures	CatL block	C1s block	CatS inh	CatG inh	FXIIa mix inh	CatB block	FXIa inh mix	A340 absorber
Cc1cc(C(=O)CSc2nnc(N)s2)c(C)n1CCc1ccc(Cl)cc1	2	-4	12	-2	12	3	1	8	1
CC(C)Sc1nc2c(c(=O)n(C)c(=O)n2C)n1Cc1ccc(Cl)cc1	1	1	8	5	9	5	2	8	1
COc1cccc(-n2nnc3c(=O)n(Cc4ccc(F)cc4)cnc32)c1	3	11	-3	5	-2	12	5	5	1.1
COc1ccc(C(=O)NCCc2nnc(SCC(=O)Nc3ccccc3)n2C)cc1	-26	9	-99	-56	-40	-5	0	-52	1.1
O=C(c1cccc2ccccc12)N1CCN(c2ccccc2F)CC1	4	-9	-31	-2	-5	5	-5	-1	1
Cc1ccc(C(=O)OC2CCOC2=O)cc1NC(=O)c1ccco1 (stereo not given)	-7	-1	4	-1	8	2	2	2	1
CCN(CC)C(=O)CSc1nc2ccccc2c(=O)n1CCC(=O)NCc1ccc(F)cc1	1	9	-7	9	-6	-15	1	-6	1
CCC(=O)N1CCc2cc(S(=O)(=O)NC(C(=O)NCc3ccc(C)cc3)C(C)C)ccc21 (stereo not given)	0	-5	-6	-2	0	3	5	10	1.1
CCOc1ccc(CCNC(=O)C2CCCN(S(=O)(=O)c3c(C)n[nH]c3C)C2)cc1OCC (stereo not given)	8	11	18	18	16	-2	5	11	0.99
CCOC(=O)NC(CC(=O)O)c1ccc(OC)cc1 (stereo not given)	7	-12	5	4	2	7	-1	6	1
O=C(CSc1nc2ccccc2c(=O)n1NC(=O)Cc1ccccc1)NCc1ccco1	2	28	5	5	15	-2	7	1	1.1
Cc1ccccc1-c1nnc(SCC(=O)Nc2ccc3c(c2)OCCO3)n1N	1	-6	-9	-1	6	8	10	1	1
CCOC(=O)c1cnc2ccc(Br)cc2c1NCCO	8	.	-47	6	-9	15	6	1	1.1
Cc1cnc(C(=O)OCC(=O)NC(=O)NC(C)C)cn1	9	16	0	-5	0	7	0	12	0.99
Cc1cccn2c(=O)c3cc(C(=O)NCCN4CCOCC4)c(=N)n(CCc4ccccc4)c3nc12	-3	-200	-64	2	-3	9	-4	-7	1.1
Cc1nc(NC(C)c2ccccc2)c2oc3ccccc3c2n1 (stereo not given)	3	-21	6	-3	0	-15	-8	10	1
CCOC(=O)Cn1nc(-c2ccc(Cl)cc2)ccc1=O	0	13	4	4	8	19	1	8	1
O=C(O)C1CCCCC1C(=O)OCCCCOC(=O)C1CCCCC1C(=O)O (stereo not given)	4	3	-3	-4	10	-18	-1	5	1.1
CCOc1ccccc1N1CCN(S(=O)(=O)CC)CC1	2	-6	0	-5	7	2	3	-2	1
CCCc1cc(C(=O)Nc2sc3c(c2C(=O)OCC)CCCC3)no1	1	-14	-13	15	10	1	2	-2	1.1

Individual results from the results shown:
`CCOC(=O)Cn1nc(-c2ccc(Cl)cc2)ccc1=O` | CatS inh: 4
`Cc1nc(NC(C)c2ccccc2)c2oc3ccccc3c2n1` (stereo not given) | CatG inh: 0

(cont.)
SMILES	CatB mixtures	CatL block	C1s block	CatS inh	CatG inh	FXIIa mix inh	CatB block	FXIa inh mix	A340 absorber
COc1ccc(N2CC(C(=O)Nc3ccc(S(=O)(=O)Nc4nc(C)cc(C)n4)cc3)CC2=O)cc1 (stereo not given)	-1	9	-34	-4	4	-18	-3	-8	1
COc1ccc(N2Cc3cccc(C(=O)N4CCN(C(=O)c5ccco5)CC4)c3C2=O)cc1	2	.	-8	2	4	6	2	2	1
Cc1cccc(CS(=O)(=O)Cc2ccc(C(=O)NCCN3CCCCC3C)o2)c1 (stereo not given)	5	13	16	0	12	9	2	3	0.98
O=C(c1ccccc1)N1CCN(C(=O)c2ccccc2Br)CC1	3	0	-1	-15	-3	13	-3	-1	1
CCOC(=O)C1CCCN(C(=O)c2ccc(CS(=O)(=O)Cc3ccccc3C)o2)C1 (stereo not given)	5	1	-2	-4	0	1	1	-1	1
CCCCn1c(SCC(=O)OCC)nc2c1c(=O)[nH]c(=O)n2C	6	14	17	-1	14	-20	5	9	0.99
C=CCSC1=C(C#N)C2(CCCCC2)C(C#N)C(=O)N1 (stereo not given)	5	.	-22	-1	1	5	-2	1	1
CCn1c(-c2ccc(F)cc2)n[nH]c1=S	-1	21	3	3	0	1	-1	3	1
CCOC(=O)c1nnn(-c2nonc2-c2ccccc2)c1C	2	3	9	-4	6	1	6	8	1
CCOc1cccc(C(=O)Nc2nnc(-c3ccco3)s2)c1	0	.	13	-5	8	3	1	8	1.2
CCCC(=O)Nc1nnc(-c2ccc(Cl)s2)o1	0	.	6	0	9	12	7	5	1.1
CCOc1ncccc1C(=O)OCC(=O)c1cc(C)n(Cc2ccco2)c1C	4	-2	13	5	11	6	2	1	0.97
O=S(=O)(c1ccccc1)c1nc(-c2ccco2)oc1NCc1cccnc1	5	-3	3	-2	0	2	-5	8	1.1
CC(C)(C)c1ccc(-c2nc(-c3ccncc3)no2)cc1	-5	-5	15	-13	29	1	-4	4	.
COc1cc(NC(=O)c2cccs2)c(C(=O)OCC(=O)NCc2ccco2)cc1OC	-4	-8	-4	-3	0	12	-5	6	1.1
O=C(Nc1ccc(OC(F)(F)F)cc1)c1cnc2n(c1=O)CCS2	5	-4	-18	-2	6	-20	2	-6	0.96
CC(=O)Nc1cccc(Oc2cc(C#N)c(C#N)cc2N2CCCCCC2)c1	-2	3	-50	13	6	-10	1	3	1.1
COC(=O)c1c(NC(=O)c2ccco2)sc(C(=O)N2CCCC2)c1C	-2	14	-6	4	-10	9	-2	3	1.1
Cc1cc(C)nc(SCC(=O)c2ccc(O)cc2O)n1	6	6	-42	8	-2	13	6	6	1.2
CCOc1ccc(NC(=O)c2cnc3scc(C)n3c2=O)cc1	1	0	-64	-4	45	1	3	2	1.2
O=C(OC1CCCCC1)c1ccc(NC(=O)c2ccco2)cc1	3	2	-4	-3	6	-9	4	8	1
O=C(NCc1ccc(Cl)cc1)c1cc2c(nc3sccn32)s1	-1	-2	1	-13	-2	2	1	13	1.1
O=C(NCC(=O)N(c1ccccc1)C(C(=O)NC1CCCCC1)c1ccncc1)c1ccco1 (stereo not given)	-1	8	-4	-1	10	3	6	8	0.99
COc1ccc(CCNc2nc(N3CCCCC3)nc(N3CCCCC3)n2)cc1OC	3	-9	5	-3	-1	1	-5	7	1
CCCC(=O)NCCc1nc2ccccc2n1CCC	-1	7	-3	24	-3	6	-1	5	1.1
CC(=O)N1CCN(c2ccc(NC(=O)c3ccc4c(c3)OCO4)cc2)CC1	1	-6	12	-2	9	3	-1	3	1
COc1ccccc1-n1c(SCC(=O)Nc2ccc(F)cc2)nc2c(c1=O)SCC2	5	25	-35	16	-5	1	8	4	1.1
O=P(OC1CCS(=O)(=O)C1)(c1ccccc1)c1ccccc1 (stereo not given)	2	.	8	6	9	4	2	4	1
Cc1cc(C)n(-c2nncn2NC(=O)c2ccc(Cl)cc2O)n1	2	13	-3	2	10	0	-1	-1	1
Cc1ccc(C)c(S(=O)(=O)C(C#N)c2nc3ccccc3nc2N2CC(C)OC(C)C2)c1 (stereo not given)	-3	-5	-1	6	4	-16	-4	9	0.99
O=C(Cn1cnc2c(cnn2-c2ccc(Cl)cc2)c1=O)NCCc1ccccc1	5	20	17	8	10	-1	1	4	1
Oc1ccccc1CNCCCNCc1ccccc1O	4	16	5	1	0	6	-6	4	1
CCn1c2ccccc2c2nnc(SCC(=O)Nc3cc(C)on3)nc21	3	10	-19	10	2	-4	4	-8	1.1
CCC(C)NC(=O)CSc1nc2ccc(N3CCOCC3)cc2c(=O)n1CCc1ccccc1 (stereo not given)	2	-11	-3	4	-2	8	-1	24	0.99
CCN(Cc1cc2ccccc2[nH]c1=O)S(=O)(=O)c1ccccc1	1	4	-10	23	2	11	-4	1	0.99
COCCCN1C(=O)c2ccc(C(=O)Nc3ccc(OC)cc3OC)cc2C1=O	-7	.	-143	-20	-4	6	3	-15	1
CCOC(=O)c1cnn(-c2nc(-c3ccccc3)nc3c2COC(C)(C)C3)c1N	-1	8	13	3	10	2	2	6	1
O=C(N1CCCCC1)N1CCN(c2ccc(Cl)cc2)CC1	6	11	7	-8	2	0	1	5	1
Cc1nc(NC(=O)c2ccccc2)sc1-c1csc(NCc2ccco2)n1	4	-16	15	-2	-1	17	5	7	1
COc1ccccc1OCc1ccc(C(=O)OCC2CCCO2)o1 (stereo not given)	3	4	19	0	1	13	5	9	0.99

Entries of single compounds, looked up by structure. Screens in order: CatB mixtures	CatL block	C1s block	CatS inh	CatG inh	FXIIa mix inh	CatB block	FXIa inh mix	A340 absorber
COCCCN1C(=O)c2ccc(C(=O)Nc3ccc(OC)cc3OC)cc2C1=O is listed as -7	.	-143	-20	-4	6	3	-15	1
COc1ccccc1OCc1ccc(C(=O)OCC2CCCO2)o1 (stereo not given) is listed as 3	4	19	0	1	13	5	9	0.99

(list continues)
SMILES	CatB mixtures	CatL block	C1s block	CatS inh	CatG inh	FXIIa mix inh	CatB block	FXIa inh mix	A340 absorber
COc1cccc(OC)c1C(=O)Nc1ccc(CN2CCCCC2)cc1	6	9	13	16	9	0	2	8	0.99
COCCN(C(=O)C(C)C)c1nnc(-c2cccc(C)c2)s1	0	.	-11	-5	-5	-8	5	-3	0.88
COc1ccc(OC)c(C(C)NC(=O)c2ccco2)c1 (stereo not given)	3	.	0	-6	0	5	-3	3	1
CCCCNC(=O)NS(=O)(=O)c1ccc(C)cc1	-2	17	-92	-51	-29	1	.	-20	0.98
Cc1nnc(SCC(=O)c2cc(C)n(-c3ccc4c(c3)OCO4)c2C)s1	5	12	-29	20	0	1	3	12	1
Cc1cccc(NC(=O)Cn2cccc2)c1	0	14	1	6	1	0	-5	1	0.98
COc1cc(C)nc(Oc2ccc(/C=N/O)cc2)n1	0	17	-46	-1	2	15	-1	-11	1
CSc1ccc(-c2cc(=O)c3ccccc3o2)cc1	-4	-381	-39	-13	-4	-1	-7	-29	1.1
Nc1nc(N)nc(-c2ccccn2)n1	3	-6	-2	-2	5	3	0	3	1
COc1ccc(C(=O)Nn2c(SCC(=O)NCC3CCCO3)nc3ccccc3c2=O)cc1 (stereo not given)	6	6	11	17	14	2	2	17	0.99
c1ccc(CSc2nnc(-c3ccco3)c(-c3ccco3)n2)cc1	8	11	14	-2	11	4	5	10	1.1
N#Cc1ccc(NC(=O)COC(=O)C2=COCCO2)cc1	1	.	10	13	9	-2	5	7	1
COc1ccc2nc(NC(=O)CN(c3ccc(C)cc3)S(=O)(=O)c3c(C)nn(C)c3C)sc2c1	1	4	2	-2	-1	-9	4	-5	1
Cc1ccc(C(C)C)c(OCC(=O)Nc2ccc(N3CCN(S(C)(=O)=O)CC3)cc2)c1	2	-1	-4	-3	8	2	0	6	1
Cc1ccc2c(c1)N(C(=O)CSc1nncn1C)C(C)(C)c1ssc(=S)c1-2	7	6	26	5	11	-1	-2	37	1
CC(C)Oc1ccc(C(=O)N2CCCc3ccccc32)cc1	-8	3	-4	-4	6	6	2	-4	1.1
Cc1oc2c(O)c(O)ccc2c(=O)c1-c1ccccc1	0	-4	-76	-9	-7	-19	5	-15	1
CCn1c(SCC(=O)NCc2ccco2)nnc1-c1cccs1	7	4	5	2	1	10	-4	8	1
CCOC(=O)C1=C(C)NC(=O)C1(NC(=O)c1cccnc1)C(F)(F)F (stereo not given)	-2	20	13	5	10	1	5	4	1.1
COC(=O)COc1ccc(S(=O)(=O)N2CCOCC2)cc1	0	21	17	3	11	4	2	3	0.97
CCc1nnc(NC(=O)CCC(=O)N2CCN(Cc3ccc(Cl)cc3)CC2)s1	-1	21	2	0	1	3	0	7	1.1

Not all compounds are listed; count on the stated rates, not on these rows.
